# Insulin prom inh: inhibitors of insulin promoter-driven GFP, primary screen, imaging, TRM-6 cells (human fetal islet line), eGFP reporter, cell count. reporter expression induced with tamoxifen. inhibition, % at 2 µM. actives 0.9% (n = 130,000). AID 1273, 2008;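 active = inhibition above the mean plus 3 SD, with well images judged a real hit on visual review, cut at about 60% in these data, passing the limit was not always enough; inconclusive = inhibition over the cutoff but images rejected on review; inactive = inhibition not above the cutoff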
# sdo1 growth: growth rescue of sdo1-depleted yeast, primary screen, S. cerevisiae, bone marrow failure model | S. cerevisiae sdo1-depleted JHY4D growth rescue, OD600 30 h; hits give high values; pdr5 snq2 efflux-pump mutant strain | z-score at 10 µM | actives 0.21% (n = 140,000) | AID 817, 2007;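 active = z-score above 3 at both the 24 hr and the 30 hr optical density reads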;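 note: z-score against mean and SD of all compound wells on the same plate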
# sdo1 growth Rescue 24 h: recorded beside sdo1 growth, whose call it bears; z-score; S. cerevisiae sdo1-depleted JHY4D growth rescue, OD600; measured here: growth rescue at 24 h;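 0 is the plate mean of compound wells and units are plate SD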
# The depositor's hits bear a star; ? = inconclusive; · = not tested or not shown.
SMILES,Insulin prom inh,sdo1 growth,sdo1 growth Rescue 24 h
O=C(c1cc2ccccc2o1)n1nnc2ccccc21,·,0.07,-0.4
O=c1nc(-c2ccccc2)n(-c2ccccc2)[nH]1,-20,-0.05,-1.3
COC(=O)c1sccc1NC(=S)Nc1cc(OC)ccc1OC,-9,·,·
COc1cc(OC)cc(-c2nnc(SCC(=O)Nc3cccc(C(=O)O)c3)s2)c1,58,·,·
Cc1ccc(SCc2[nH]nc3c2C(c2cccnc2)C(C#N)=C(N)O3)cc1 (stereo not drawn),-9,-0.25,-0.83
O=C(Cc1ccc(S(=O)(=O)N2CCOCC2)s1)Nc1ccc2c(c1)CCC2,-6,0.34,0.82
Cc1nc2ccc(NC(=O)N(C)c3ccccc3)cc2s1,·,0.92,0.81
COc1ccc(/C=N/NC(=O)c2ccn[nH]2)cc1COc1ccc(F)cc1,·,0.64,1.1
CCC(C)NC(=O)c1ccccc1NC(=O)COc1ccc(OC)cc1 (stereo not drawn),79*,-0.44,-0.45
CCCN(CCC)C(=O)Cn1c(=O)n(CCCCCC(=O)Nc2ccccc2)c(=O)c2sccc21,·,-0.91,-0.3
Cc1ccc(-n2nc(C)c(NC(=O)CCl)c2C)cc1C,-479,1.3,1.2
O=C1CC(c2ccco2)Cc2nc(NCC3CCCO3)ncc21 (stereo not drawn),·,-0.52,-0.74
CCC1=NC(c2ccc(OC)c(OC)c2)N(O)C1(C)C (stereo not drawn),-8,0.42,0.24
O=c1cc(/C=C/c2cccs2)[nH]c2ccccc12,0,-1.5,-0.72
CN(CC(=O)c1c(N)n(C)c(=O)n(C)c1=O)c1ccccc1,15,·,·
COc1ccc2c(c1)CCc1c(C(=O)NCCN3CCOCC3)noc1-2,·,0.22,0.62
COC(=O)c1sc(OC)cc1OCc1ccc(C)cc1,-3,-0.52,-0.91
COc1cc2nc(SCc3ccc(F)cc3)n(Cc3cccs3)c(=N)c2cc1OC,4,-1.1,-0.41
COc1ccc(C(=S)NCS(=O)(=O)c2ccc(C)cc2)cc1,-8,-0.49,-0.03
S=c1[nH]nc(-c2ccc3ccccc3n2)n1-c1ccc2ncccc2c1,-25,0.56,0.29
CN1CCCN(S(=O)(=O)c2ccc(Cl)c(Cl)c2)CC1,22,·,·
O=S(=O)(c1ccc(Br)cc1)N1CCCC1c1nc2ccccc2s1 (stereo not drawn),25,-0.83,-0.7
Cc1cc(N)c(NC2=CC(=O)CC(C)(C)C2)cc1C,56,1.3,1.3
COc1ccc(N2CCN(Cc3nc4c(c(=O)n(C)c(=O)n4C)n3CCc3ccccc3)CC2)cc1,·,-0.77,-1.4
O=C(Nc1sc2c(c1C(=O)NCc1ccco1)CCCC2)c1ccc2c(c1)OCO2,20,-1.5,-0.88
Cc1[nH]n(-c2ccc([N+](=O)[O-])cc2)c(=O)c1N=Nc1nc2ccccc2s1,-275,·,·
NS(=O)(=O)c1ccc(NC(=S)N2CCN(Cc3ccc4c(c3)OCO4)CC2)cc1,-6,·,·
O=C(O)c1c2c(nc3ccccc13)-c1ccccc1CC2,-33,·,·
COC(=O)c1ccc(N2C(=O)CC(SCCN)C2=O)cc1 (stereo not drawn),27,0.15,-0.18
CN1CC=C2C(C#N)=C(N)C(C#N)(C#N)[C@H](c3ccoc3)[C@H]2C1,-14,3.4*,3*
COc1ccc(/C(O)=C2/C(=O)C(=O)N(CCCN(C)C)C2c2ccc(C)o2)cc1Cl (stereo not drawn),·,-0.34,-0.95
S=C(NCC1CCCO1)NC1CC1 (stereo not drawn),-25,·,·
CCOc1ccc(-c2csc(NC(=O)CSCC(=O)O)n2)c2ccccc12,-45,·,·
COc1ccc(/C=C(/C#N)C(=O)Nc2ccc(O)cc2)cc1C(=O)O,38,·,·
Cc1ccc(C(=O)Nc2nc(=O)n(C)s2)cc1,·,-0.42,-0.89
CCc1ccccc1N(CC(=O)OC)S(C)(=O)=O,-37,0.18,-0.12
CCCCNC(=O)C1CCN(C(=O)Nc2ccc(C)cc2)CC1,-157,-0.53,-1.2
Cc1ccc(-c2nnc(SCC(=O)Nc3ccc4c(c3)oc3ccccc34)n2C)c(Cl)c1,31,-0.86,0.57
COc1cc(/C=C/C(=O)OCC(=O)c2c[nH]c3ccccc23)ccc1OC(F)F,·,-0.05,0.11
OC(COCc1ccc(Cl)cc1)CN1CCN(CC(O)COCc2ccc(Cl)cc2)CC1 (stereo not drawn),11,0.32,2.4
O=C(CCN1CCN(Cc2ccccc2)CC1)NNC(=O)Cc1ccc(Cl)c(Cl)c1,7,0.04,-0.33
Cc1nn(C)cc1CN(C)C(=O)c1nn2c(c1Cl)NC(c1cccs1)CC2C(F)(F)F (stereo not drawn),6,-0.07,-0.18
CSc1nc(Oc2ccc(C)cc2)cc(C(F)(F)F)n1,7,0.09,-0.57
COc1ccccc1NC(=O)N1CCCC1C(=O)NCc1ccccc1F (stereo not drawn),-50,0.62,-0.23
Cc1ccc(CCN2C(=O)c3ccccc3C2C(=O)NCc2cccnc2)cc1 (stereo not drawn),-56,·,·
O=C(Cc1ccc(-n2c(=S)[nH]c3ccccc3c2=O)cc1)N1CCN(c2ccccc2)CC1,-17,0.27,1.3
Cc1ccsc1/C=N/NC(=O)CNC(=O)c1ccco1,-8,·,·
CCOc1cc(C(=S)N2CCN(C)CC2)ccc1OCC(=O)N1CCOCC1,-25,1,0.63
COC(=O)c1cc(NC(=O)c2ccoc2C)cc(C(=O)OC)c1,·,0.17,-0.72
Nc1nonc1C(=Nc1ccccc1)NO,0,1.6,1.4
CC(C)c1ccc(N(C(=O)C(F)(F)F)C(C(=O)NC2CCCCC2)c2ccncc2)cc1 (stereo not drawn),·,-0.34,-0.34
COC(=O)c1cccc(NC(=O)Cn2cnc3ccccc3c2=O)c1,·,-1.5,-0.48
CC(=O)NC(=S)Nc1cc(C(F)(F)F)ccc1N1CCOCC1,13,-0.96,-0.54
CCOC(=O)c1ccc(NC(=O)CCc2nc(-c3ccc(C)cc3)no2)cc1,-5,-1.1,-0.27
COc1cc2c(cc1OC)C(c1ccc3c(c1)OCO3)CC(=O)N2 (stereo not drawn),-24,1.4,1.7
Nn1cnnc1SCC(=O)Nc1ccc(C2CCCCC2)cc1,·,0.74,1.4

# The list continues:
SMILES	Insulin prom inh	sdo1 growth	sdo1 growth Rescue 24 h
Cc1ccc(COc2ccsc2-c2n[nH]c(=S)n2C)cc1	·	-0.93	-0.75
CC(C)(C)OC(=O)N/N=C/c1ccc(Br)cc1	14	·	·
Cc1ccc(Cc2nc(-c3ccccn3)no2)cc1	-59	0.73	0.01
O=C(c1ccccc1Cl)N(C(=O)c1ccccc1Cl)c1nccc(-c2cccs2)n1	37	-2.4	-1
COc1ccc(C(=O)OC2CCN(C)CC2)cc1	0	1.1	1.1
CC(C(=O)Nc1ccc(S(=O)(=O)N2CCOCC2)cc1)N(c1ccccc1)S(C)(=O)=O (stereo not drawn)	?	0.35	0.07
O=C(CSc1nnc(-c2cccnc2)n1-c1ccc(SC(F)F)cc1)N1CCCc2ccccc21	29	-0.1	-0.21
O=CN1CCN(C2CC(=O)N(c3ccc(Br)cc3)C2=O)CC1 (stereo not drawn)	12	0.58	0.44
Cc1ccc(S(=O)(=O)NCCC(=O)O)cc1	-4	0.28	-0.06
CCOc1ccc(C(C)=O)cc1N1C(=O)C2C3C=CC(C3)C2C1=O (stereo not drawn)	-14	-0.16	1.2
CCOC(=O)Cc1csc(NC(=O)COc2ccc3ccccc3c2)n1	-14	-1.1	-0.58
Cc1ccccc1C(=O)N1CCCN(C(=O)c2ccccc2C)CC1	6	1.3	1.2
C#CCN(C)Cc1ccccc1	23	1.7	2.1
O=C(O)Cc1ccc2[nH]c3ccc(CC(=O)O)cc3c2c1	·	0.31	0.73
CC1CN(C(=O)Nc2ccc3c(c2)OCCO3)CC(C)O1 (stereo not drawn)	44	·	·
Cc1cc(C)n(C(=O)c2ccc(NC(=O)CC(C)C)cc2)n1	74*	-0.29	-0.74
COc1ccccc1CCNC(=O)/C(=C/c1cccnc1)NC(=O)c1ccccc1	·	1.3	2
O=S(=O)(Nc1ccc2c(c1)OCO2)c1ccc(Br)s1	-62	-0.61	-0.38
COc1cc(NC(=O)CSc2nnc(C)s2)cc(OC)c1OC	56	0.16	-0.2
CC(C)CC(=O)Nc1ccc(C(=O)COc2ccc(-c3nnco3)cc2)cc1	·	-0.34	-1
c1ccc(CCNc2c3c(nc4ncnn24)CCC3)cc1	·	1.1	0.4
Cc1nc(NC(=O)c2ccccc2)sc1-c1csc(NCCc2ccccc2)n1	?	-0.41	0.21
Cc1ccc(CN(CC(=O)NC2CCCC2)C(=O)CSc2nnc(COc3ccccc3)o2)cc1	10	-1.3	-0.61
COc1cccc(C(=O)CSc2nnc(CNS(=O)(=O)c3ccc(C)cc3)n2C)c1	-33	0.07	-0.57
CCOc1cc(CN2CCN(C(=O)CC(C)C)CC2)ccc1OC	·	1.5	0.77
Cc1ccc(OC(=O)CCC(=O)NC(C)c2ccccc2)cc1 (stereo not drawn)	8	-0.03	-0.56
CCOC(=O)CN(C(=O)CSc1nnc(CNc2ccc(F)cc2)o1)c1ccccc1	·	-0.71	-0.4
Cc1cccc(NC(=O)N[C@@H](C)C(=O)O)c1	44	1.2	-0.51
Cc1cc(NC(=O)CSc2ccc3nnc(-c4ccc(Cl)cc4)n3n2)no1	·	0.34	0.15
Cc1ccc(S(=O)(=O)NC(=O)c2cc(C)n(CCCN3CCOCC3)c2C)cc1	-21	0.48	0.41
COc1cc(-c2nc(S(=O)(=O)c3ccc(Cl)cc3)c(N(C)C)o2)cc(OC)c1OC	19	-0.56	-0.97
Cc1ccc(C#N)c(SCc2ccccc2[N+](=O)[O-])n1	-13	-0.23	0.46
CCCCOc1ccc(C(=O)NCc2ccncc2)cc1	28	-0.17	-0.14
CCN(CC)c1ccc(N2C(=O)/C(=C\c3cccnc3)SC2=S)cc1	·	0.73	2.9
CC[C@@H](C(=O)n1nc(C)cc1C)[C@H](NS(=O)(=O)c1ccc(C)cc1)c1ccccc1	-44	-1.4	-1.7
CCCCNC(=O)NNC(=O)COc1cccc(C)c1C	16	-0.05	-0.21
Cc1ccccc1C(=O)c1c[nH]c(C(=O)NCCCn2ccnc2)c1	45	1.1	1.1
O=C(O)C1CC(=O)N(c2ccc(Br)cc2)C1 (stereo not drawn)	-18	1.3	0.47
COCCCn1c(SCc2nnc(-c3ccccc3)o2)nc2sc3c(c2c1=O)CCC3	17	-2.1	-0.95
CCOc1ccccc1NC(=O)CSc1ccccc1	·	-0.68	-0.35
c1ccc(CC2CCN(c3nc(N4CCOCC4)nc(N4CCOCC4)n3)CC2)cc1	-10	·	·
CCOc1nc(CC)nc(NC(=O)NS(=O)(=O)c2ccccc2Cl)n1	·	-0.09	-0.25
CCn1c(O)c(N=NC(=O)c2ccc(CSc3nncn3C)cc2)c2ccccc21	-18	0.14	-1.3
CCn1c(CSc2nc3ccccc3s2)nc2ccccc21	-61	-1.7	-1
COC(=O)c1cccc(-n2c(C)cc(C=O)c2C)c1	-21	1.3	1.7
O=C(COC(=O)CNC(=O)c1ccccc1F)Nc1ccc2c(c1)OCCO2	·	0.46	0.12
CCc1nc2ccccc2n1CC(C)C(=O)O (stereo not drawn)	56	0.21	-0.42
COc1ccccc1CNC(=O)c1cccc(S(=O)(=O)N2CCN(C)CC2)c1	8	·	·
CCn1c(C(=O)NCCCN2CCc3ccccc3C2)cc2sccc21	·	-0.62	-0.54
N#Cc1ccc(N2CCN(C(=O)c3cccc(F)c3)CC2)c(F)c1	·	0.49	0.95

# Next results follow:
SMILES	Insulin prom inh	sdo1 growth	sdo1 growth Rescue 24 h
Cc1ccnc(SCCn2c(N3CCN(c4ccccc4)CC3)nc3c2c(=O)[nH]c(=O)n3C)n1	·	0.39	-0.12
COC(=O)c1nnn(-c2nonc2N)c1CN1CCc2ccccc21	-52	-0.62	-1.3
COc1cccc(C2c3c(oc4ccccc4c3=O)C(=O)N2CCCN2CCOCC2)c1 (stereo not drawn)	10	0.49	-0.27
Cc1c(Cl)cccc1N=Cc1ccc([N+](=O)[O-])s1	·	-1.3	-0.15
Nc1cc(C2CCCC2)nn1-c1ccccc1	·	0.33	-0.24

# Grouped by structure: the compounds so far containing a nitro group on carbon (three)
SMILES	Insulin prom inh	sdo1 growth	sdo1 growth Rescue 24 h
Cc1[nH]n(-c2ccc([N+](=O)[O-])cc2)c(=O)c1N=Nc1nc2ccccc2s1	-275	·	·
Cc1ccc(C#N)c(SCc2ccccc2[N+](=O)[O-])n1	-13	-0.23	0.46
Cc1c(Cl)cccc1N=Cc1ccc([N+](=O)[O-])s1	·	-1.3	-0.15

# One compound at a time, as listed above. Order of values: Insulin prom inh, sdo1 growth, sdo1 growth Rescue 24 h
# Record of Cc1ccc(CCN2C(=O)c3ccccc3C2C(=O)NCc2cccnc2)cc1 (stereo not drawn) : -56, ·, ·
# Record of CCn1c(CSc2nc3ccccc3s2)nc2ccccc21 : -61, -1.7, -1
# Record of Cc1ccc(S(=O)(=O)NCCC(=O)O)cc1 : -4, 0.28, -0.06
